FAS TE block: blocks the thioesterase domain of human fatty acid synthase; actives 0.67% (n = 360,000); recombinant FAS-TE, OMFH fluorogenic substrate, fluorescence endpoint; P49327; inhibition, % at 15 µM;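 active means compounds whose normalised, plate-corrected inhibition of enzyme fluorescence in the single-dose primary screen is 50% or more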;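 further: 0% = DMSO with enzyme and 100% = substrate without enzyme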
MsrA inhibitor: inhibitors of bovine MsrA; inhibition, % at 15.5 µM; purified bovine MsrA, absorbance read-out; actives 0.75% (n = 360,000); in the data active means inhibition above about 4.5%;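 further: 0% = vehicle wells with enzyme and 100% = reference inhibitor wells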
Neddylation inh: inhibitors of human cullin neddylation; actives 0.58% (n = 360,000); calls only at 25 µM; AID 651699; TR-FRET cullin neddylation, biochemical; P61081+Q13564; in the data active means inhibition above about 36%
Target sequence (P61081 whole entry, looked up): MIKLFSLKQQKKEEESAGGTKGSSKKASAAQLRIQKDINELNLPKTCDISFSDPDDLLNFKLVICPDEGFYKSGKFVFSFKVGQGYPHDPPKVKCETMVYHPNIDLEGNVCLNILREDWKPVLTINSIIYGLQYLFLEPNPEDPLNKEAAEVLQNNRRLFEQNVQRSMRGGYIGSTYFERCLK
Target sequence (Q13564 whole entry, looked up): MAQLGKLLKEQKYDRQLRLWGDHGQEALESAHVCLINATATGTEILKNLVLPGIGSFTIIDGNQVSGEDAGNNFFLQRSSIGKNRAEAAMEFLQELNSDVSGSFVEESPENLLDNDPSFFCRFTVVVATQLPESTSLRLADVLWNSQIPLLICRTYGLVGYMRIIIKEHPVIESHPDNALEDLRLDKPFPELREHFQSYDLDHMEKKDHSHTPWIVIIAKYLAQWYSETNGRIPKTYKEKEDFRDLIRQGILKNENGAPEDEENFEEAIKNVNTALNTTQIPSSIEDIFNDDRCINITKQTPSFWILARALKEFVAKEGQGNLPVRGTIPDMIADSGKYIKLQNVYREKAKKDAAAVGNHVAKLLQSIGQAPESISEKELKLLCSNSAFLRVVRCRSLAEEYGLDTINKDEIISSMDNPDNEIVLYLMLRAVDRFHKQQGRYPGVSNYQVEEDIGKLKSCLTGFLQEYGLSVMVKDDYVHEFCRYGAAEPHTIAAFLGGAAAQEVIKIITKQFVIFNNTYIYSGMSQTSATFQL
TbMetRS inhib: blocks T. brucei methionyl-tRNA synthetase activity; purified T. brucei MetRS, ATP depletion, Kinase-Glo luminescence; inhibition, % at 11.9 µM; actives 0.4% (n = 360,000); AID 624268;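 active means inhibition above a per-plate cutoff of the control wells' mean inhibition plus 3 SD, cut at about 5.5% in these data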;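 further: 0% = DMSO wells median and 100% = median of wells with control inhibitor compound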
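Dosing: 11.9 µM compound single dose, 0.9% DMSO; Assay system: purified T. brucei MetRS enzyme; Measured by: Kinase-Glo luciferase luminescence reporting remaining unconsumed ATP; Schedule: 15 min plus 2 h at 25 °C.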
CSN inh: blocks human CSN-mediated cullin deneddylation. inhibition, % at 12.5 µM. actives 0.38% (n = 360,000). Q92905. Purified CSN, SCF-Nedd8-OG deneddylation, fluorescence polarization;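 active means pattern-corrected inhibition above about 35%, with an unprinted fluorescence ratio check between 0.5 and 1.5, limit read from the data, passing the limit was not always enough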;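 further: 0% = enzyme with substrate and 100% = substrate without enzyme; some results filed as inactive read as strong as hits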
Target sequence (Q92905 whole entry, looked up, one chain of several): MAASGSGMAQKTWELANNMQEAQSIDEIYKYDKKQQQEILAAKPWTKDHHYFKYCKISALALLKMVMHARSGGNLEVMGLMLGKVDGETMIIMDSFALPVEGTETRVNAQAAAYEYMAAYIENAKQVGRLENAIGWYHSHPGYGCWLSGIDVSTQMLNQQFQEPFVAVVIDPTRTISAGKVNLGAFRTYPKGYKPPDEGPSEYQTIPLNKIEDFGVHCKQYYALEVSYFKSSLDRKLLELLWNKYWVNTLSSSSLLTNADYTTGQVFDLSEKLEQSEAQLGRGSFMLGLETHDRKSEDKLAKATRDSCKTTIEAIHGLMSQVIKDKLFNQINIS
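Test system: Human Csn5 produced in HEK293T cells | Compound: 12.5 µM single point | Times: 90 min, room temperature | Signal: Fluorescence polarization readout | Read-out basis: % inhibition of substrate cleavage by Csn5 | Controls: no-enzyme wells high, enzyme-with-substrate wells low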
PABP1 MLLE inh: blocks PAM2 peptide binding to the PABP1 MLLE domain; actives 0.36% (n = 360,000); inhibition, % at 20 µM; GST-MLLE / FITC-PAM2 fluorescence polarization; in the data active means inhibition above about 35%, passing the limit was not always enough;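 further: plate controls were DMSO wells with GST-MLLE for no effect and wells lacking GST-MLLE protein for full effect; some results filed as inactive read as strong as hits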
Rin1 Abl inh: blocks binding of human Rin1 to Abl. P00519+Q13671. TR-FRET Rin1/Abl binding, biochemical. inhibition, % at 7.35 µM. actives 0.4% (n = 360,000). AID 588664; in the data active means inhibition above about 5%, passing the limit was not always enough
MsrA act: activates bovine MsrA enzyme. purified bovine MsrA, absorbance read-out. actives 0.3% (n = 360,000). activation, % at 10.6 µM. AID 602163; in the data active means activation above about 7.5%;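 further: 0% = vehicle and 100% = reference activator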
E coli Lon inh: inhibits E. coli Lon protease. P0A9M0. purified E. coli Lon protease, fluorescence polarization. inhibition, % at 7.94 µM. actives 0.42% (n = 360,000). AID 602123; in the data active means inhibition above about 13%, passing the limit was not always enough;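 further: 0% = enzyme with probe and DMSO and 100% = no enzyme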
Numbers without * were called inactive; i = inactive; . = not tested or not shown; + = active, no number.

Molecule,E coli Lon inh,PABP1 MLLE inh,Rin1 Abl inh,FAS TE block,Neddylation inh,TbMetRS inhib,CSN inh,MsrA inhibitor,MsrA act
COc1cccc(/C=C/C(=O)N2CC(C)OC(C)C2)c1OC (stereo not drawn),3,-20,-1,0,i,0.8,-2,-0.1,-3
COc1ccc2cc(C(=O)Nc3ccccc3)sc(=O)c2c1OC,-12,-2,-1,-6,i,-0.1,7,1.9,-7
Cc1cccc(Nc2nc(NCC3CCCO3)nc(N)c2[N+](=O)[O-])c1 (stereo not drawn),5,7,-2,-6,i,0.0,3,0.8,-4
O=C(CSc1nc2nn(-c3ccccc3)c(=O)c-2c2n1CCCCC2)Nc1ccc(OC(F)F)cc1,2,3,1,31,i,-0.3,-1,0.8,-5
COC(=O)c1sc2ccccc2c1-n1cccc1C(=O)C(=O)Nc1ccc(C)cc1,-2,1,-1,34,i,0.1,1,3.0,-4
Cc1ccc(NC(=O)C(c2ccccc2)N2CCN(CC(=O)N3CCOCC3)CC2)cc1 (stereo not drawn),8,-11,1,-7,i,-0.5,-3,0.0,-3
CCOc1cc(S(=O)(=O)NCCc2cccc(C)c2)c(OCC)cc1-n1cnnn1,-5,-7,2,30,.,0.1,-1,3.6,-2
O=C(N/N=C/c1cn(-c2cccs2)nc1-c1ccccc1)c1ccccc1O,-14,0,-4,14,.,-0.1,-4,5.5*,-6
O=C(CCS(=O)(=O)c1ccccc1)NNC(=O)COc1ccc(F)cc1,-8,15,5,-10,i,-0.1,-4,1.5,-1
COc1cccc(NC(=O)CN(C)C(=O)c2c(C)nn(-c3ccccc3)c2Cl)c1,-14,-2,3,-4,i,-0.2,-1,-0.4,-2
O=C(Nc1ccccc1)Nc1ccccc1Br,8,2,-7,0,i,-0.7,2,-0.6,-8
Cc1occc1C(=O)N/N=C/c1cccc2ccccc12,-4,5,-2,6,i,-0.7,0,1.8,-4
Cc1ccc(NC(=S)N2CCC(NC(=O)c3cccc(F)c3)CC2)cc1,-7,-90,-2,-2,i,0.1,-3,-1.2,-2
CCCN1CCN(C(=O)c2ccc(CS(=O)c3ccc(F)cc3)o2)CC1 (stereo not drawn),-2,1,0,-9,i,0.1,-5,0.6,0
O=C(NC(=S)Nn1cnnc1)c1ccccc1Br,3,33,0,-4,i,-0.3,-3,-1.2,-2
COc1cccc(-c2nc(=S)c3c(o2)CCCC3)c1,14,45*,-1,3,i,-0.4,0,-0.1,-3
NC(=O)c1ccsc1NC(=O)c1ccc(S(=O)(=O)N2CCCCC2)cc1,5,4,-2,12,i,-0.9,-1,2.0,-1
Cc1nn(C(C)C(=O)NCc2ccc(Cl)cc2)c(=O)c2cc3occc3n12 (stereo not drawn),2,20,2,2,i,-0.1,1,-0.2,-6
COC(=O)/C=C1\N/C(=N/c2nc(C)c3cc(OC)ccc3n2)NC1=O,-2,-23,-2,-6,i,-0.6,-2,.,-3
COc1ccc(C(C)=O)cc1CSc1nc2cc(C(=O)O)ccc2c(=O)n1Cc1ccccc1,-5,-38,-3,14,i,-1.3,1,-1.0,4
Cc1ccc(C)c(-c2nc3ccc(N)cc3[nH]2)c1,-2,-2,-2,-7,.,0.0,1,-0.1,-1
COc1ccccc1NS(=O)(=O)c1cc(NC(=O)C(C)C)ccc1N1CCCCC1,9,26,3,32,i,0.0,9,-0.6,-8
CCCCOc1ccc(N(CC(=O)NCc2ccco2)C(=O)CCC(=O)Nc2nccs2)cc1,5,5,1,6,i,-0.6,1,-1.0,-1
COc1ccccc1NS(=O)(=O)c1cccc(C(=O)NNC(=O)c2ccc(NC(C)=O)cc2)c1,-10,8,-2,-4,i,-0.4,-2,1.1,-3
CCC(=O)Nc1ccc(Cl)c(NC(=O)c2ccc(Br)o2)c1,-4,1,1,-10,i,0.2,-2,-0.1,4
Cn1c(N)c(Sc2ccc([N+](=O)[O-])cc2)c(=O)n(C)c1=O,0,-6,1,-5,i,0.1,-2,3.4,-3
Cc1ccc(-n2ncc(-c3nnc(SCC(=O)NC4CCCC4)o3)c2N)cc1C,-6,-9,2,-2,i,-0.3,9,0.1,-2
O=C(NC(=S)Nc1ccc(Br)c(Cl)c1)C1CC1,0,20,3,23,i,-0.2,2,-0.2,-6
COc1cccc(CC2(CO)CCCN(C/C=C/c3ccccc3OC)C2)c1 (stereo not drawn),-14,4,-4,1,i,-0.2,3,0.5,3
COc1ccc(CCC2(C)NC(=O)NC2=O)cc1 (stereo not drawn),-3,3,-2,-6,i,-0.1,4,-0.2,-2
CN(C)CCNS(=O)(=O)c1ccc(N2CCc3ccccc32)c([N+](=O)[O-])c1,-3,-3,-11,-3,i,-0.1,3,1.1,0
CC(OC(=O)/C=C/c1ccco1)C(=O)NC1CCCCC1 (stereo not drawn),-21,-6,-5,-2,i,-0.3,-1,0.8,-5
CCCOc1ccc(C(=O)NNC(=S)NC(=O)c2cc(-c3ccccc3)nc3ccccc23)cc1,-4,33,0,13,i,0.1,5,-0.7,-1
CCOc1ccc2oc(-c3ccccc3)c(C(=O)O)c2c1,5,-6,-1,-3,.,0.4,6,1.1,-4
O=C(CNC(=O)c1ccc(Cl)cc1Cl)Nc1ccc(F)cc1,-1,1,0,0,i,10*,-5,0.2,-2
Oc1[nH]c2ccccc2c1N=Nc1ccccn1,-16,17,-2,-3,i,-0.3,0,-0.8,-1
O=C(O)c1cc(N/N=C/c2c(O)ccc3ccccc23)ccc1Cl,4,-3,1,4,i,0.8,1,1.2,-4
CN(C(=O)c1cccc(NC(=O)Cc2ccc(NC(=O)C3CCCN(C(=O)C4CCCCC4)C3)cc2)c1)C1CCC1 (stereo not drawn),-12,3,-3,-7,i,-0.1,-4,-0.1,1
COC(=O)c1cc(CNC(=O)c2sccc2-c2ccccc2)ccc1OC,-3,3,1,1,i,-0.3,0,2.3,-1
COc1ccccc1N(C)S(=O)(=O)c1ccc(C(=O)Nc2cccc(S(=O)(=O)N3CCOCC3)c2)cc1,-4,-10,2,28,i,-0.4,2,0.8,-4

Compound profiles (already shown). Order of screens: E coli Lon inh, PABP1 MLLE inh, Rin1 Abl inh, FAS TE block, Neddylation inh, TbMetRS inhib, CSN inh, MsrA inhibitor, MsrA act
Shown for COc1ccccc1NS(=O)(=O)c1cc(NC(=O)C(C)C)ccc1N1CCCCC1 → 9, 26, 3, 32, i, 0.0, 9, -0.6, -8
Shown for CCCOc1ccc(C(=O)NNC(=S)NC(=O)c2cc(-c3ccccc3)nc3ccccc23)cc1 → -4, 33, 0, 13, i, 0.1, 5, -0.7, -1
Shown for CN(C)CCNS(=O)(=O)c1ccc(N2CCc3ccccc32)c([N+](=O)[O-])c1 → -3, -3, -11, -3, i, -0.1, 3, 1.1, 0
Shown for CCC(=O)Nc1ccc(Cl)c(NC(=O)c2ccc(Br)o2)c1 → -4, 1, 1, -10, i, 0.2, -2, -0.1, 4
Shown for COc1ccccc1NS(=O)(=O)c1cccc(C(=O)NNC(=O)c2ccc(NC(C)=O)cc2)c1 → -10, 8, -2, -4, i, -0.4, -2, 1.1, -3

The listing continues:
Molecule,E coli Lon inh,PABP1 MLLE inh,Rin1 Abl inh,FAS TE block,Neddylation inh,TbMetRS inhib,CSN inh,MsrA inhibitor,MsrA act
O=C(Nc1c(-c2ccccc2)[nH][nH]c1=O)c1ccc(Br)cc1,-8,-2,3,-12,i,0.4,5,-0.5,-5
COc1ccc(CNC(=O)/C(C#N)=C2\N=C(NC(=O)c3cccs3)c3ccccc32)cc1,-24,-27,0,51*,i,0.3,4,1.5,-3
O=C(Nc1ccc(-c2cn3ccsc3n2)cc1)C1CC1,1,-88,-2,1,i,-1.2,-2,0.8,-1
CC(=O)Nc1nc2cc(N)ccc2s1,-17,-10,2,-10,i,-0.3,-5,-0.3,-3
CCC(CC)COC(=O)C1=C(C)NC(=O)NC1c1cc(OC)ccc1OC (stereo not drawn),-3,-6,4,2,i,0.1,1,-0.1,0
CCOC(=O)C1=CCN(S(=O)(=O)c2ccccc2Cl)C1c1cccc(Cl)c1 (stereo not drawn),10,-9,4,11,i,-0.2,1,-1.4,0
CCOc1ccc(NC(=O)CSc2nnnn2C2CCCC2)cc1,6,-6,-1,0,i,-0.1,0,-0.5,-2
CCN(Cc1ccccc1)c1c(C(=O)O)cnc2c1cnn2C,5,-3,5,-5,i,-1.3,-11,3.2,-11
Cc1nnsc1NC(=O)OCc1ccc(Cl)cc1Cl,-3,6,1,5,i,1.3,-4,0.3,2
COc1ccc2[nH]c(C)c(CCN3C(=O)C4CC=CCC4C3=O)c2c1 (stereo not drawn),0,6,2,-3,i,1.3,-6,-1.2,-7
CC1CCCCC1NC(=O)CN1c2cccc3cccc(c23)S1(=O)=O (stereo not drawn),-1,2,3,8,+,0.1,3,-0.5,-2
C/C(=N\Nc1nncc2ccccc12)c1ccc(O)cc1,-5,7,2,-2,i,-0.2,-4,2.2,-1
O=C(O)CCC(=O)OCCCc1cc2ccccc2c(=O)o1,-6,4,0,-10,i,-0.6,-1,1.0,-10
CN(CC(=O)Nc1ccccc1Br)C(=O)c1ccccc1OCc1ccccc1Cl,13,-12,4,20,i,-0.2,6,-0.7,-4
CCc1noc(C)c1C(=O)Nc1cc(S(=O)(=O)N(CC)CC)ccc1N1CCCC1,6,19,0,-2,i,0.1,-1,1.1,-6
O=C(NCCc1nccs1)C1CCC(=O)N(CCc2ccc(Cl)cc2)C1 (stereo not drawn),-10,-6,4,0,i,-0.1,-5,-0.5,-3
Cn1c(=O)n(-c2cccc(Cl)c2)c(=O)n1C,14,2,0,-7,i,0.3,1,0.1,-4
CCn1c(SCC(=O)Nc2cccc(F)c2)nc2c(c1=O)SC(C)C2 (stereo not drawn),-10,5,1,5,i,0.2,0,2.4,-1
Nc1ccc(S(=O)(=O)Nc2nccc(/C=C/c3ccc(Br)s3)n2)cc1,-11,-28,4,-1,i,0.2,-5,2.0,-10
OCCOCCn1c(C(CO)Nc2nc(-c3cccc(Br)c3)cs2)nc2ccccc21 (stereo not drawn),-3,6,-1,5,i,-0.3,0,0.3,-3
Cc1ccc(C)c(OCC(=O)Nc2c[nH]c(=O)[nH]c2=O)c1,-9,6,2,-12,i,0.4,-9,-0.1,0
COc1ccccc1/C=C/C(=O)OCCCN(C)C,0,-2,1,-8,i,-0.1,6,2.2,-4
CCOC(=O)C1=CCN(S(C)(=O)=O)C1c1ccc(C)cc1 (stereo not drawn),1,-12,0,-8,i,-0.4,1,-0.9,-1
CC(C)(C)c1[nH]c2ccccc2c1/C=N/O,-4,0,-3,-7,i,-1.3,-2,-0.7,-11
COc1ccc(NC(=O)Nc2ccc(N3CCCC3=O)cc2)cc1OC,1,4,0,-6,i,0.6,-5,-0.4,-1
CCC/C(O)=C1\C(=O)CCCC1=NCCCCCC(=O)O,1,1,0,-3,i,-0.9,-3,-1.3,-4
COC(=O)c1cn(NC(=O)c2cc(OC)c(OC)c(OC)c2)c(=O)c2ccccc12,-3,-4,3,4,i,-1.3,-3,-0.7,-14
Cc1sc(NC(=S)NC(=O)c2ccco2)c(C(N)=O)c1C,-2,22,-4,-9,i,0.3,2,1.4,-1
COc1ccc(CNC(=O)c2cc(=O)c3c(C)cc(C)cc3o2)cc1,-6,0,2,35,i,-0.4,2,0.0,-4
O=C(Nc1ccc(OC(F)(F)F)cc1)c1[nH]ncc1[N+](=O)[O-],10,16,0,-148,i,-1.2,4,0.8,-10
